Tau fil binding – binds recombinant human tau filaments. P10636. recombinant tau filaments, thioflavin S fluorescence, 15 h; filaments grown with octadecylsulfate alongside compound. Potency, µM (doses to about 57.1 µM), for inactives: top-dose activity change, negative = inhibition. actives 2% (n = 71,000);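 also: potency is read from the fitted curve at half-maximal effect; % is scaled to controls: 0 for no effect and ±100 for the full control effect; actives lower thioflavin S fluorescence by blocking filaments or displacing dye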
Target sequence (P10636 whole entry, looked up): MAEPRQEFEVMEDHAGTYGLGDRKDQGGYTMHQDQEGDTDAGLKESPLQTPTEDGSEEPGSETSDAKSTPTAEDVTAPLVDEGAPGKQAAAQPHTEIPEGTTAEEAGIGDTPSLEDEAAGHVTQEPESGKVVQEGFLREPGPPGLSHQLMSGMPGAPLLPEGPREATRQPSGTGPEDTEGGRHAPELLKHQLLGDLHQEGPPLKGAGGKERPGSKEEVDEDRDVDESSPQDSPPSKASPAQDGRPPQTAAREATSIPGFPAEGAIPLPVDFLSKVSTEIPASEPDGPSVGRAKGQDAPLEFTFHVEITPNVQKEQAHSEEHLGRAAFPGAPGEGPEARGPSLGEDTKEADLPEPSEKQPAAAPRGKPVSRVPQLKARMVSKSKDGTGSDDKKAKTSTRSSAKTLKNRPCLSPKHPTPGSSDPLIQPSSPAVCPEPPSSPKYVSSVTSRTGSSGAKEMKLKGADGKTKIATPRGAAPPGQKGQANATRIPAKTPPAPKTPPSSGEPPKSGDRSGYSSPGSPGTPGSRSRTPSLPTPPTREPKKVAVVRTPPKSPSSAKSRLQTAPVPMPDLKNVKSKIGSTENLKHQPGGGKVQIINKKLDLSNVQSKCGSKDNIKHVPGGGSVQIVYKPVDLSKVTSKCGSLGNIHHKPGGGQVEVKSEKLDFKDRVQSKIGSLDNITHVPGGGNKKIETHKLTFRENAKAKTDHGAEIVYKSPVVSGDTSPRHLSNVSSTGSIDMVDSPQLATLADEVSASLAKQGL
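His-tagged recombinant human tau (exons 2, 3, 10; 1 uM final) fibrillized with 30 uM sodium octadecylsulfate, 15 h at 37 C, in pH 7.4 HEPES buffer with 10 uM thioflavine S and 5 mM DTT. Reduced ThS fluorescence (450/510 nm) marks activity.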
HADH2 inh – HADH2 (human) dehydrogenase inhibition. Q99714. recombinant HADH2, NADH fluorescence, beta-hydroxybutyryl-CoA. Potency, µM (highest dose often 57.1 µM), for inactives: at the highest dose activity change, negative = inhibition, actives largely listed as inhibitors. actives 3.4% (n = 73,000); also: potency is read from the fitted curve at half-maximal effect; % is scaled to controls: 0 for no effect and ±100 for the full control effect; nearly all actives have a fitted effect of over 60% in size; many of its hits are not listed in these tables
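NADH fluorescence (ex 360/em 450 nm) read every 30 s for 4 min; activity taken as last-minus-first time point difference. Enzyme 20 nM, NAD+ 1 mM, beta-hydroxybutyryl-CoA 90 uM, pH 9.0 Tris buffer.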
FLuc inh – blocks Photinus pyralis firefly luciferase activity | Potency, µM (doses to about 57.1 µM), for the others: at the highest dose activity change, negative = inhibition, usual class: inhibitors | actives 2.2% (n = 72,000) | AID 411 | P08659 | purified firefly luciferase, luminescence, 8 min; also: potency is read from the fitted curve at half-maximal effect; % is scaled to controls: 0 for no effect and ±100 for the full control effect; nearly all actives have a fitted effect of over 40% in size
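Inhibition of light generation by firefly luciferase from ATP and luciferin was profiled with concentration-response curves per sample, ATP held at 10 uM within the enzyme's linear range. Plates were read by luminescence after an 8-minute ambient incubation.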
Rhodamine autofl – compound autofluorescence in rhodamine spectral region | Rhodamine-region fluorescence, 547/598 nm, Tris buffer; hits give high values | max dye-equivalent concentration, M | actives 0.05% (n = 59,000) | AID 594; in the data active = max dye-equivalent concentration above about 11 nM; inconclusive = between about 1.1 nM and that limit
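Compounds in 100 mM Tris buffer, pH 8.0, were incubated 15 min at room temperature, then read at 547 nm excitation and 598 nm emission. Fluorescence was normalized against a per-plate six-point rhodamine standard curve as dye-equivalent concentration.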
Casp7 inh – allosteric or competitive inhibitors of human caspase-7. actives 0.02% (n = 75,000). Potency, µM (top dose mostly 57.5 µM), inactives show top-dose activity change, negative = inhibition, most hits filed as inhibitors. recombinant caspase-7, Ac-DEVD-AFC fluorescence rate. P55210; active = well fitted inhibition curve with a large enough effect in the main read-out, with a control signal flat, not every such curve was filed as active; inconclusive = small, poorly fitted or top-dose-only effect, or a change in a side signal; also: potency is read from the fitted curve at half-maximal effect; % of control where 0% means no effect
Target sequence (P55210 24-198 limits assumed): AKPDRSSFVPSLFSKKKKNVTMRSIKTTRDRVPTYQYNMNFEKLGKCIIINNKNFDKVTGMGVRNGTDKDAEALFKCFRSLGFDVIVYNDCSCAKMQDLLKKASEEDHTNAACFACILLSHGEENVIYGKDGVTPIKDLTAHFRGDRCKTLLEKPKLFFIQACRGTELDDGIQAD
Target sequence (P55210 207-303 limits assumed): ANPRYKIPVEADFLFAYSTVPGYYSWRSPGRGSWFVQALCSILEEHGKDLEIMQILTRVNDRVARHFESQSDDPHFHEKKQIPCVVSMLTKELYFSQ
Casp1 inh – caspase-1 (human) inhibition, allosteric or competitive; P29466; Caspase-1 enzyme, Ac-WEHD-AFC fluorogenic rate; Potency, µM (series often up to 57.5 µM), without a hit: at the top dose activity change, negative = inhibition, actives largely listed as inhibitors; actives 0.03% (n = 75,000); AID 900;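 also: potency is read from the fitted curve at half-maximal effect; plate controls were vehicle for no effect and no substrate for full effect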
TexasRed autofl – compound fluoresces in the Texas Red spectral region; Compound fluorescence, Texas Red channel, 547/618 nm; hits give high values; max dye-equivalent concentration, M; actives 0.06% (n = 59,000); AID 587; in the data active = max dye-equivalent concentration above about 10 nM; inconclusive = between about 1.1 nM and that limit
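Dye-equivalent concentrations come from scaling compound signal (ex 547, em 618 nm) to six Texas Red standard concentrations run on every plate, after 15 min room-temperature incubation in pH 8.0 Tris (100 mM).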
USP2a inh – USP2a (human) protease inhibition; O75604; USP2a enzymatic assay, qHTS inhibition; Potency, µM (highest dose often 38.3 µM), for the others: at the highest dose activity change, negative = inhibition, usual class: inhibitors; actives 0.1% (n = 60,000);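 also: potency is read from the fitted curve at half-maximal effect; nearly all actives have a fitted effect of over 60% in size; plate controls were DMSO for no effect and NEM full inhibition control for full effect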
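USP2 core (20 nM final) was preincubated with compound for 30 min at RT in 20 mM Tris-HCl pH 8.0, 2 mM CaCl2, 2 mM beta-mercaptoethanol; Ub-PLA2 (20 nM) plus NBD C6-HPC (20 uM) then added, fluorescence read after 2.5 h.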
Fluorescein autfl – compound autofluorescence in fluorescein spectral region. max fluorescein-equivalent concentration, M. Compound autofluorescence, 480/540 nm, fluorescein-equivalent; hits give high values. actives 0.91% (n = 59,000); in the data active = max fluorescein-equivalent concentration above about 10 nM; inconclusive = between about 1.1 nM and that limit
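Compounds (23 nL) in 100 mM Tris pH 8.0, 15 min at room temperature, then fluorescence read at 480 nm excitation/540 nm emission. Signal converted to fluorescein-equivalent concentration from an on-plate fluorescein standard curve.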
ERK AVP inh – blocks ERK signaling stimulated by vasopressin. HEK293-V1b, vasopressin-stimulated pERK AlphaScreen. actives 0.99% (n = 72,000). AID 995. Potency, µM (series often up to 57.5 µM), for the others: at the top dose activity, negative = inhibition, actives largely listed as inhibitors; also: potency is read from the fitted curve at half-maximal effect; % is scaled to controls: 0 for no effect and ±100 for the full control effect; nearly all actives have a fitted effect of over 55% in size
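HEK293 cells stably expressing V1b receptor, seeded overnight in 1% FBS, were treated with compounds for 30 min at 37C, then stimulated 5 min with 25 nM vasopressin; phospho-ERK read by AlphaScreen SureFire after lysis.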
HEK293 cAMP cs – counter-screen for TSHR agonists: cAMP increase in parental HEK293; parental HEK293 CNG cAMP sensor, membrane potential fluorescence; Potency, µM (doses to about 57.1 µM), for inactives: at the highest dose activation, hits mostly activators; actives 2.5% (n = 73,000); AID 938; also: potency is read from the fitted curve at half-maximal effect; % of control where 0% means no effect; nearly all actives have a fitted effect of over 55% in size
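Counterscreen for endogenous-receptor signalling: CNG-channel HEK 293 cells report cAMP rise by membrane depolarization. After 60 min dye equilibration with 100 uM RO 20-1724, compounds incubated 30 min before bottom-read fluorescence at 590 nm.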
Starred values were filed as active, the others as inactive; i = inactive; ? = inconclusive; / = no result given; & = joins results of further samples; [ ] = dose if it differs, or a comment. Unless noted, calls follow the shape of the dose curve; as a rule, active = well fitted curve in the direction sought with a large enough effect; inconclusive = small, poorly fitted or top-dose-only effect, or another doubt; inactive = no such curve, though single readings can be large; an effect the other way counts as inactive or inconclusive. Some of the compounds tested; rates above refer to the full screens.

SMILES	Tau fil binding	HADH2 inh	FLuc inh	Rhodamine autofl	Casp7 inh	Casp1 inh	TexasRed autofl	USP2a inh	Fluorescein autfl	ERK AVP inh	HEK293 cAMP cs
Cc1ccc(Nc2ncnc3nc[nH]c23)cc1Cl	-13%	?	-3%	/	-9%	-8%	/	/	/	/	25µM*
CCc1cc2c(nc1CC)CCN(CC/C(C)=N/OCC[C@@H]1C=C[C@H](OC(C)=O)[C@H](COC(C)=O)O1)C2	/	5%[11.4 µM]	2%[11.4 µM]	/	0%[11.5 µM]	0%[11.5 µM]	/	/	/	26%[11.5 µM]	6%[11.4 µM]
O=c1ccccn1Cc1ccccc1F	-22%	4%	4%	i	1%	-1%	?	-2%	?	-3%	21%
CCOc1cc(/C=N/n2cnnc2)cc(Br)c1O	3%	-19%	-2%	i	-9%	-11%	i	-4%	i	79%[activator]	17%
O=C(Nc1cccnc1N1CCOCC1)c1ccco1	0%	21%	2%	i	-3%	-2%	i	-4%	?	?	14%
O=C(O)CCCC(=O)Nc1cccc2cccnc12	-15%	-1%	-2%	i	2%	-1%	i	2%	i	-14%	5%
O=C(CN(Cc1ccco1)C(=O)CNS(=O)(=O)c1ccc(Cl)cc1)NCc1ccc(F)cc1	11%	-4%	0%	i	1%	-2%	i	/	?	-9%	15%
COC1=C(OC)C(=O)c2ccccc2C1=O	-21%	-16%	-6%	i	0%	5%	i	-10%	?	20%	-10%
CCCCc1ccc(NC(=O)COCC)cc1	4%	4%	-18%	i	-3%	0%	i	3%	i	5%	4%
COc1cccc(C2c3c(oc4ccc(F)cc4c3=O)C(=O)N2CCCN2CCOCC2)c1 (configuration not stated)	-12%	10%	1%	/	-5%	-13%	/	/	/	/	?
CCOC(=O)c1c(CN(C)C)n(C)c2ccc(OC(C)=O)cc12	7%	-7%	2%	i	-1%	0%	i	5%	?	6%	2%
COc1ccc(NC(=O)c2cccnc2)c(OC)c1	-29%	3%	5%	/	-1%	-1%	/	-8%	/	-10%	?
Cc1cc(C)nc(NC(=O)CCCC(=O)O)c1	-2%	5%	4%	i	1%	1%	i	4%	?	55%[activator]	3%
Cc1ccccc1NC(=O)c1ocnc1C	-10%	3%	3%	/	0%	-2%	/	/	/	-15%	-1%
O=C(O)C1CCCN1C(=O)c1cncc(Br)c1 (configuration not stated)	0%	10%	0%	/	1%	0%	/	-4%	/	5%	17%
CC(C)CCSc1nc(N2CCOCC2)c2c(c1C#N)CC(C)(C)OC2	8%[11.4 µM]	-16%[11.4 µM]	2%	/	-4%	-2%	/	-23%[7.66 µM]	/	-4%	-8%[11.4 µM]
CC(=NCC(=O)O)c1ccccc1	11%[11.4 µM]	3.2µM*	-1%[11.4 µM]	i	-2%[11.5 µM]	4%[11.5 µM]	i	/	i	0%[11.5 µM]	2%[11.4 µM]
CCOC(=O)N1CCN(CC(=O)Nc2c(C(=O)OC)[nH]c3ccc(Cl)cc23)CC1	3%	?	2%	i	-1%	-2%	i	32%[activator]	i	?	15%
O=C(Nc1scc(-c2ccc(F)cc2)c1C(=O)O)c1ccco1	4%	0%	-11%	i	-1%	0%	?	-18%	i	2%	-12%
CC(=O)Nc1nc(C)c(Oc2ccccc2)c(=O)[nH]1	-11%	-4%	1%	i	0%	-2%	i	-14%	i	8%	8%

With a hit mark in HADH2 inh, of those listed so far:
| compound | Tau fil binding | HADH2 inh | FLuc inh | Casp7 inh | Casp1 inh | TexasRed autofl | USP2a inh | Fluorescein autfl |
| --- | --- | --- | --- | --- | --- | --- | --- | --- |
| CC(=NCC(=O)O)c1ccccc1 | 11%[11.4 µM] | 3.2µM* | -1%[11.4 µM] | -2%[11.5 µM] | 4%[11.5 µM] | i | / | i |

New compounds follow
SMILES	Tau fil binding	HADH2 inh	FLuc inh	Rhodamine autofl	Casp7 inh	Casp1 inh	TexasRed autofl	USP2a inh	Fluorescein autfl	ERK AVP inh	HEK293 cAMP cs
O=C(CCN1CCCC1)Nc1cccc(Br)c1	-6%	6%	4%	i	3%	-1%	i	0%	i	17%	6%
CCn1c2ccccc2c2nnc(SCC(=O)c3ccccc3)nc21	95%	2%	3%	/	-3%	-6%	/	3%	/	20µM*	6%
CO[C@H]1COC(=O)[C@@H](CCSC)NC(=O)C/C=C\[C@@H](C)COC(=O)[C@@H](OCc2ccccc2)/C=C\[C@@H]1C	/	11%[11.4 µM]	1%[11.4 µM]	/	-1%[11.5 µM]	3%[11.5 µM]	/	/	/	16%[11.5 µM]	6%[11.4 µM]
Cc1ccccc1-c1noc(-c2ccccc2C(=O)N2CCCC2)n1	6%	19%	0%	i	-2%	2%	i	7%	?	0%	28%
Cc1ccc(C2C(C#N)=C(N)Oc3c2sc2ccccc32)o1 (configuration not stated)	284%[11.4 µM]	3.2µM*	-9%	/	-27%	?	/	35%[activator][7.66 µM]	/	-6%	-5%[11.4 µM]
CC(C)(C)NC(=O)Cn1nnc(-c2ccc(S(C)(=O)=O)cc2)n1	3%	10%	2%	i	-1%	4%	i	2%	i	-4%	1%
C/C(Cl)=C/Cn1c(N2CCCC2)nc2c1c(=O)n(C)c(=O)n2C	-6%	-3%	3%	i	0%	-1%	i	-2%	i	?	24%
CC1=C(C(=O)OCC2CCCO2)C(c2cccc(O)c2)NC(=O)N1 (configuration not stated)	-1%	-7%	1%	/	1%	0%	/	-5%	/	4%	-2%
COC(=O)COc1cccc(NC(=O)c2cccs2)c1	-9%	9%	-4%	i	0%	-1%	i	-4%	i	24%	2%
Cc1cc(N2CCN(S(=O)(=O)c3ccccc3)CC2)c2ccccc2n1	-18%[11.4 µM]	0%[11.4 µM]	0%	/	-5%	-2%	/	48%[activator][7.66 µM]	/	32µM*	3%[11.4 µM]
Cc1cccc(/C=C\c2ccccc2)n1	?	-8%&-4%	7.9µM*	i	0%	2%	i	2%	?	14%	?
CCC(=O)N/C(=N/c1nc(C)cc(C)n1)Nc1cccc(OC)c1	56%	10%	0%	/	-2%	0%	/	8%	/	-9%	?
CC(C)C[C@H](NC(=O)[C@@H](O)[C@@H](N)Cc1ccccc1)C(=O)O	-3%&-2%	-8%&5%	0%&0%	i	2%&1%	3%&-3%	i	-1%&-4%	?	1%&2%	?
Cn1c(=O)c2cnc(N3CCOCC3)nc2n(C)c1=O	-10%	-1%	1%	i	-2%	-8%	i	2%	?	-3%	-1%
CCOc1cc(C2C3=C(CCCC3=O)NC3=C2C(=O)CCC3)cc(Cl)c1O	5%	?	4%	i	2%	-5%	i	-1%	i	7%	6%
CCc1ccccc1NC(=O)c1ccoc1C	-5%	-1%	0%	i	0%	0%	?	6%	i	-23%	3%
O=C(CCc1ccc(S(=O)(=O)N2CCCCC2)cc1)c1nnc(-c2ccccc2)o1	-16%	8%	0%	i	-7%	-3%	i	55%[activator]	?	30%[activator]	5%
COC(=O)[C@@]1(Cc2ccc(F)cc2)[C@H]2c3cc(C(=O)N4CCCC4)n(Cc4cc(C)n(C)n4)c3C[C@H]2CN1C(=O)c1ccccc1	21%	0%	/	/	0%	-6%	/	/	/	10%	16µM*
COc1ccc(C2C(C(=O)NCC3CCCO3)c3cc(OC)c(OC)cc3C(=O)N2C)cc1OC (configuration not stated)	3%	1%	1%	i	2%	0%	i	-1%	i	24%	?
Cc1ccc(C)c(N2CCN(C(=O)CCS(=O)(=O)c3cccc4nonc34)CC2)c1	32µM*	-12%	0%	i	-5%	0%	i	23%	i	17%	-23%
CC(=O)Nc1cccc(NC(=O)C2CCCN2C(=O)Nc2cccc(C)c2)c1 (configuration not stated)	5%	-3%	2%	i	1%	-1%	i	2%	i	3%	?
COc1ccc(NC(=O)C2CCCN2S(=O)(=O)c2ccc3c(c2)CCC(=O)N3)c(OC)c1 (configuration not stated)	25µM*	4%	1%	/	-2%	-1%	/	/	/	-7%	3%
O=C(Nc1ccccc1)N1CCn2c1nc1ccccc12	36%	13%	-9%	i	0%	-3%	i	8%	i	?	0%
c1cncc(Nc2nc(-c3cccs3)cs2)c1	1%	6%	1%	i	2%	0%	i	1%	i	6%	3%
O=c1c2ccccc2oc2nc(-c3ccco3)n(CCc3ccccc3)c(=O)c12	-8%	5%	2%	i	0%	2%	?	3%	i	6%	7%
CC(=O)NC(=O)NC1OC(=O)C(Cl)=C1Cl (configuration not stated)	-1%	?	1%	i	-1%	0%	i	-6%	i	-7%	-8%
Cc1cc(C(=O)NCCN2CCN(c3cccc(Cl)c3)CC2)n(-c2ccccc2)n1	-9%	-8%	-4%	/	-2%	-3%	/	/	/	?	16%
COc1cc(OC)nc(NC(=O)CSc2nnc(-c3ccccc3)n2C2CCCCC2)n1	-3%	4%	3%	i	0%	2%	i	0%	?	-10%	11%
CCCCc1c(O)nc(SCC(=O)Nc2ccc3c(c2)CCC3)[nH]c1=O	-4%	?	-1%	i	0%	4%	?	?	i	-7%	-18%

High-throughput results deposited in PubChem by National Center for Advancing Translational Sciences (NCATS).
